High-throughput results as filed in PubChem BioAssay.
LGR2 inh: inhibitors of bursicon-induced LGR2 CRE-luciferase signal, primary screen, cell-based, HEK293, CRE-luciferase reporter, bursicon stimulation | bursicon-stimulated, 4 h | inhibition, % at 9.99 µM | hit rate 0.35% among 380,000 | AID 720647, 2013;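 active = drop in luminescence signal, shown as inhibition above about 50% in the replicate tests, limit read from the data, passing the limit was not always enough; inconclusive = probably only some replicates passing the limit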;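 note: agonist challenge used bursicon conditioned medium at about half maximal strength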
esBAF inh: Bmi1 luciferase reporter increase in mESCs, primary screen, esBAF inhibitor project, mouse ES cells, Bmi1 luciferase knock-in, single point | hit rate 2% among 350,000 | 24 h; 100% = twice the neutral-well signal | reporter increase, % at 12.5 µM; in the data active = activation above about 40%; inconclusive = no clear call, values can overlap the other calls;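 note: 0% = median of the plate's neutral control wells and 100% = double that signal; a rise in the Bmi1 reporter signal indicates esBAF inhibition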
CASP6 VEID inh: human caspase-6 inhibitors, primary screen, biochemical, VEID-R110 fluorescence, single point, set 2; P55212; purified caspase-6, Z-VEID-R110 cleavage fluorescence; inhibition, % at 12.5 µM; hit rate 0.53% among 350,000; AID 686996, 2013;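 active = mean inhibition across replicates at least about 35%, with every replicate also reaching that limit, limit read from the data; inconclusive = only one of the two criteria met; inactive = neither criterion met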;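 note: 0% = median of neutral control wells and 100% = no fluorescence left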
Target sequence (P55212 24-179 limits assumed): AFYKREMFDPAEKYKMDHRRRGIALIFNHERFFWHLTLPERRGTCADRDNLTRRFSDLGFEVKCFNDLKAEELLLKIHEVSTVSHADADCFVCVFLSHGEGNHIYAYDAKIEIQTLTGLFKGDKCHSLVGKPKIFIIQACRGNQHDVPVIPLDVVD
Target sequence (P55212 194-293 limits assumed): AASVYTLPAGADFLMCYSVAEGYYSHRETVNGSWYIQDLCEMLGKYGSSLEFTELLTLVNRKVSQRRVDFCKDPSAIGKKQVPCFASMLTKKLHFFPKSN
FN deposition inh: inhibitors of fibronectin matrix deposition, primary screen, AH1F cells, Alexa488-fibronectin fluorescence, plate reader; AH1F fibroblasts, overnight; inhibition, % at 12.6 µM; hit rate 0.086% among 350,000;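 active = mean inhibition across replicates of 30% or more, regardless of how many single replicates reach that level; inconclusive = mean under 30% yet at least half of replicates reach 30%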;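 note: positive control wells lacked labelled fibronectin entirely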
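Material: AH1F fibroblast monolayer depositing Alexa488-labelled fibronectin into matrix | Input: 10000 AH1F cells/well | Medium: DMEM plus 2% serum, read in PBS | Reagent: Alexa488-fibronectin, 24 nM final in well | Compound dosing: One dose per compound, pinned | Schedule: 1 h adhesion, overnight exposure | Measured by: Fluorescence at 485 nm excitation, 525 nm emission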
S100A4 inh HTS: inhibitors of S100A4-myosin IIA peptide binding, primary screen, biochemical, fluorescence polarization, TAMRA-MyoIIA peptide; Protein S100-A4 (Homo sapiens), P26447; hit rate 0.14% among 360,000; inhibition, % at 10.7 µM;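 active = mean inhibition of at least 70% across replicates, with every replicate also reaching that level; inconclusive = mean inhibition reaches 70% but some replicates fall short; inactive = mean inhibition below 70%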
Target sequence (P26447 whole entry, looked up): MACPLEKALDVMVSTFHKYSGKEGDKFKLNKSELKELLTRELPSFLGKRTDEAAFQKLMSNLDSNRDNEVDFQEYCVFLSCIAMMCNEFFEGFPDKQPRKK
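Compound dosing: one dose per compound; test system: human S100A4 monomer with TAMRA-labelled myosin IIA peptide; probe or stimulus: TAMRA-labelled myosin IIA heavy-chain peptide probe, 5 nM; medium: HEPES buffer with Ca2+, pH 7.2; schedule: 5 min incubation before reading; benchmarks: neutral control DMSO, positive control TFP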
SIRT5 inh: SIRT5 desuccinylase inhibitors, primary screen, biochemical, fluorescence imaging, single point, set 5; NAD-dependent protein deacylase sirtuin-5, mitochondrial (Homo sapiens), Q9NXA8; Purified SirT5, succinyl-peptide AMC, trypsin-coupled fluorescence; inhibition, % at 15 µM; hit rate 1.1% among 330,000; in the data active = inhibition above about 15%; inconclusive = no clear call, values can overlap the other calls
Target sequence (Q9NXA8 whole entry, looked up): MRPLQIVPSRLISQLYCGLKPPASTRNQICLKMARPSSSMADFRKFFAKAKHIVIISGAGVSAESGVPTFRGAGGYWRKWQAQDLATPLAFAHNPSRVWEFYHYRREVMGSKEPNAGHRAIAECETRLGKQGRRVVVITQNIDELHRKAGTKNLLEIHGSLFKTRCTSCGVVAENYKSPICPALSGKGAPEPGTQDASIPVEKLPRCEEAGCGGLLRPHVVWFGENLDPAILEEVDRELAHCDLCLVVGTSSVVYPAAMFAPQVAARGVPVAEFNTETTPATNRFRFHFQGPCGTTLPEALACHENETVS
C2C12 statin: suppressors of statin myotoxicity in C2C12 myotubes, primary screen, cell-based, single point, plate reader | C2C12 myotubes + simvastatin, ATP luminescence, 48 h; scaled: DMSO 0, geranylgeraniol control 100 | rescue of ATP level, % at 7.49 µM | hit rate 0.78% among 330,000 | AID 602340, 2012;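 active = mean ATP rescue above about 67%, or every replicate alone reaching that limit, limit read from the data, passing the limit was not always enough; inconclusive = no clear call, values can overlap the other calls; inactive = mean under the limit and some replicate under it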;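 note: myotubes were challenged with 10 µM simvastatin during compound exposure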
* hit, by the source's call; ? = inconclusive; / = not tested or not shown.

Compound	LGR2 inh	esBAF inh	CASP6 VEID inh	FN deposition inh	S100A4 inh HTS	SIRT5 inh	C2C12 statin
CC1CCc2c(nc3ncnn3c2N2CCN(c3ccccc3F)CC2)C1 (stereo not given)	/	-3	/	0	/	/	9
CCOC(=O)C(C#N)=C1CCC=C(C)C1	-13	/	3	/	-1	/	/
O=C(Nc1cccc([N+](=O)[O-])c1)c1ccc2nsnc2c1	-1	6	-1	-7	3	0	-15
O=C(C[C@@H]1CC[C@H](NC(=O)Nc2ccc(C(F)(F)F)cc2)[C@H](CO)O1)NCCN1CCCC1	-35	-1	1	-10	7	2	-3
CN(Cc1ccno1)Cc1cn(Cc2ccccc2)nc1-c1ccc2c(c1)OCO2	10	/	0	/	2	-1	/
O=C(CN(Cc1ccccc1)C(=O)CNS(=O)(=O)c1ccc(F)cc1)NCc1ccco1	39	4	3	2	-1	-4	2
COCC#Cc1cnc2c(c1)C(=O)N([C@@H](C)CO)C[C@H](C)[C@H](CN(C)C(=O)C1CCC1)O2	-13	3	1	/	5	2	6
CC(=O)c1nn(-c2cccc(Br)c2)cc1C(=O)c1ccc(Br)cc1	/	-2	/	9	/	/	-17
COc1ccc(CN(C)C[C@@H]2Oc3ccc(NC(=O)C4CC4)cc3C(=O)N([C@@H](C)CO)C[C@H]2C)cc1	-7	-5	-4	3	-4	-6	5
C[C@@H]1CN([C@H](C)CO)C(=O)c2cc(NC(=O)Nc3cccc4ccccc34)ccc2O[C@@H](C)CCCCO[C@@H]1CN(C)C(=O)NC1CCCCC1	14	6	-1	/	2	1	74*
Cc1ccccc1-c1cnc2c(c1)C(=O)N([C@@H](C)CO)C[C@@H](C)[C@@H](CN(C)C(=O)CN(C)C)O2	4	1	1	4	14	0	-4
CCN(CC)c1ccc(/C=C(/C#N)C(=O)NCc2ccccc2)o1	-12	/	8	/	1	-7	/
CC(C)NC(=O)N(C)C[C@H]1Oc2ccc(NS(C)(=O)=O)cc2CC(=O)N([C@@H](C)CO)C[C@H]1C	14	-3	-3	/	3	-1	2
CCC(=O)Nc1ccc2c(c1)C(=O)N(C)[C@H]1CC[C@@H](CC(=O)NCc3ccccc3Cl)O[C@H]1CO2	10	6	0	-2	-10	3	-2
CCN(CC)S(=O)(=O)c1ccc(C(=O)N2CCCCC2)cc1	/	-1	/	-3	/	/	7
N#Cc1c2c(c(NCc3cccnc3)n3c1nc1ccccc13)CCC2	/	-6	/	-1	/	/	55
CCOC(=O)c1c(NC(=S)N2CCOCC2)sc(C)c1C	/	/	6	-6	-4	-3	/
O=C(c1cc2ccccc2oc1=O)N(c1ccccc1)C1C=CS(=O)(=O)C1 (stereo not given)	6	4	/	-10	/	/	-19
C[C@@H]1CCCCO[C@@H](CN(C)Cc2ccncc2)[C@@H](C)CN([C@H](C)CO)C(=O)c2cc(NS(=O)(=O)c3cccs3)ccc2O1	9	-4	-1	/	-3	6	/
CCc1sc(N)nc1-c1ccccc1	-15	/	-2	-3	-9	-4	/
Cc1cc(C(=O)Nc2sc(C)c(C)c2C#N)no1	/	26	/	1	/	/	5
O=c1[nH][nH]c2c1[C@H](c1ccc(F)cc1)O[C@H](C1CCCCC1)C2	1	/	1	-9	?	-1	/
COc1cccc(-c2ccc([C@H]3[C@@H](CO)N4CCCCN(C(=O)NC(C)C)C[C@H]34)cc2)c1	11	/	2	/	5	-4	/
COc1cc(C2C(C#N)=C(N)N(N(C)C)C3=C2C(=O)CCC3)cc(OC)c1OC (stereo not given)	0	/	2	1	-3	-3	/
CC(CC(=O)N1CCN(S(=O)(=O)c2ccc(Cl)cc2)CC1)n1cncn1 (stereo not given)	17	-10	-4	-2	-1	-1	-2
CC1=NOC(=O)/C1=C/c1ccc(O)c(Br)c1	1	-2	3	6	0	1	3
O=C1C(Cl)=C(NCCc2ccccc2)C(=O)c2ccccc21	-23	21	44*	22	4	1	-93
Cc1noc(C)c1S(=O)(=O)Nc1cccc2c1O[C@H](CN(C)C(=O)NC(C)C)[C@H](C)CN([C@@H](C)CO)C2=O	-5	-7	-1	-3	-5	3	/
CC(=O)Nc1cc2c(cc1NC(=O)Cn1nc(-c3ccc(F)cc3)ccc1=O)OCCO2	-5	-1	2	-10	-6	-2	-14
COCCN1C[C@@H](CO)O[C@@H](n2cnc3c(NCc4ccco4)ncnc32)C1	16	-1	5	-4	-2	5	-6
CCCNC(=O)CN1C(=O)NC(CCSC)C1=O (stereo not given)	3	-5	-1	-4	27	0	7
Cc1nc(SCC(=O)N(C)C2CCCCC2)[nH]c(=O)c1Cc1ccccc1	-7	8	5	/	2	/	2

An excerpt from above in order of SMILES length, rising:
Compound	LGR2 inh	esBAF inh	CASP6 VEID inh	FN deposition inh	S100A4 inh HTS	SIRT5 inh	C2C12 statin
CCCNC(=O)CN1C(=O)NC(CCSC)C1=O (stereo not given)	3	-5	-1	-4	27	0	7
Cc1cc(C(=O)Nc2sc(C)c(C)c2C#N)no1	/	26	/	1	/	/	5
O=C1C(Cl)=C(NCCc2ccccc2)C(=O)c2ccccc21	-23	21	44*	22	4	1	-93
CC(CC(=O)N1CCN(S(=O)(=O)c2ccc(Cl)cc2)CC1)n1cncn1 (stereo not given)	17	-10	-4	-2	-1	-1	-2
COCCN1C[C@@H](CO)O[C@@H](n2cnc3c(NCc4ccco4)ncnc32)C1	16	-1	5	-4	-2	5	-6
COc1cc(C2C(C#N)=C(N)N(N(C)C)C3=C2C(=O)CCC3)cc(OC)c1OC (stereo not given)	0	/	2	1	-3	-3	/
CC(=O)Nc1cc2c(cc1NC(=O)Cn1nc(-c3ccc(F)cc3)ccc1=O)OCCO2	-5	-1	2	-10	-6	-2	-14
COc1cccc(-c2ccc([C@H]3[C@@H](CO)N4CCCCN(C(=O)NC(C)C)C[C@H]34)cc2)c1	11	/	2	/	5	-4	/
Cc1noc(C)c1S(=O)(=O)Nc1cccc2c1O[C@H](CN(C)C(=O)NC(C)C)[C@H](C)CN([C@@H](C)CO)C2=O	-5	-7	-1	-3	-5	3	/

(more compounds)
Compound	LGR2 inh	esBAF inh	CASP6 VEID inh	FN deposition inh	S100A4 inh HTS	SIRT5 inh	C2C12 statin
COc1ccc(CNC(=O)N2CCc3ccccc3C2)cc1Cl	-9	1	3	-2	-1	-3	36
CCOc1ccc(NC(=S)N(CCc2c(C)[nH]c3ccccc23)Cc2ccco2)cc1	-5	4	1	10	-3	-1	-1
CC(=O)Nc1cccc(C(=O)OCc2csc(CC(=O)Nc3ccccc3C)n2)c1	-7	2	-73	12	44	-5	6
COc1ccc(C)cc1NC(=O)C1CC(=O)N(CCc2ccc(F)cc2)C1 (stereo not given)	-2	1	17	-8	18	5	5
CCOc1ccc(NC(=O)CC2C(=O)N(c3ccccc3)C(=S)N2Cc2ccccn2)cc1 (stereo not given)	/	2	/	-7	/	/	-2
C[C@H](NC(=O)C[C@H]1CC[C@@H](NC(=O)C2CCC2)[C@H](CO)O1)c1ccccc1	15	-3	-2	/	-5	1	8
COc1ccc(-n2c(SCC(=O)Nc3ccccc3)nnc2-c2ccoc2C)cc1	/	-5	/	1	/	/	0
CSc1ccccc1C(=O)C1CCCN(C(=O)c2csnn2)C1 (stereo not given)	-38	34	0	18	-5	1	-4
COc1ccccc1Cn1c(=O)oc2ccc(C)cc21	6	5	2	-5	-1	-4	10
Cc1noc(C)c1NC(=O)Nc1ccc2c(c1)C(=O)N([C@@H](C)CO)C[C@H](C)[C@H](CN(C)S(=O)(=O)c1cn(C)cn1)OCCCC[C@@H](C)O2	17	2	1	/	-8	5	/
CN(C)/C(=N\S(=O)(=O)c1ccccc1)c1ccccc1	6	-5	6	8	0	-1	6
O=C(COC(=O)c1ccccc1Br)NCCc1ccc(F)cc1	/	/	0	3	-7	/	/
Cc1ccc(C)n1-c1ccc(N2CCOCC2)nc1	-3	-1	10	/	23	-3	-2
Oc1c(C=Nc2ccccc2Cl)[nH]c2ccccc12	-52	20	-1	5	-1	-5	6
CSCCC(NC(=O)c1ccc(C(C)(C)C)cc1)C(=O)O (stereo not given)	/	/	-2	-6	3	-5	/
COc1cc(C2CC(c3ccccc3)=NN2c2ccccc2)ccc1OCC(=O)O (stereo not given)	-3	4	11	1	2	1	16
COCC(=O)N1CC(=O)N2[C@@H](CO)[C@@H](c3ccc(C#CCc4ccccc4)cc3)[C@@H]2C1	1	/	-1	/	10	4	/
CCOc1ccc2nc(COC(=O)c3cccc([N+](=O)[O-])c3)c(C(C)=O)[n+]([O-])c2c1	26	/	3	7	0	0	/
C[C@@H]1CCCCO[C@@H](CN(C)CC2CCCCC2)[C@H](C)CN([C@@H](C)CO)C(=O)c2cc(NC(=O)CCCN(C)C)ccc2O1	13	-1	-1	/	1	-1	-20
O=C(NCc1ccccn1)NC1CCCCC1	-23	-1	/	-1	/	/	4
CC(Sc1nc2c([nH]c3ccccc32)c(=O)n1C)c1ccccc1 (stereo not given)	1	-5	2	1	-6	-5	13
c1ccc(CCN=C2CCCc3c2[nH]c2ccccc32)cc1	-9	/	-1	7	2	9	/
CCCNC(=O)C1(C)CCCN(C(=O)c2c(C)noc2C)C1 (stereo not given)	-3	-3	1	-4	-3	-4	5
CO[C@@H](CN(C)S(=O)(=O)c1ccc(C)cc1)[C@H](C)CN(C(=O)Nc1ccccc1F)[C@@H](C)CO	-10	11	-1	-1	20	-1	4
N#C[C@@H]1[C@H](c2ccc(-c3cccc(F)c3)cc2)[C@@H](CO)N1S(=O)(=O)c1cccc(F)c1	5	8	-6	-9	-3	8	8

An excerpt; count on the stated rates, not on these rows.
